human PMI inhibition: inhibitors of human PMI, primary screen, biochemical, fluorescence intensity, coupled assay (AID 1209); inhibition, % at 20 µM; hits with a dose series show IC50 in µM; purified PMI enzyme, coupled fluorescence intensity; higher % means a stronger effect; 190,000 compounds, 0.42% hits; Mannose-6-phosphate isomerase (Homo sapiens);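 also: plate controls were DMSO vehicle for no effect and wells lacking substrate for full effect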
PMI inhibition: human PMI inhibitors, high substrate, primary screen, biochemical, fluorescence intensity, high mannose 6-phosphate (AID 1220); inhibition, % at 20 µM; hits with a dose series show IC50 in µM; 190,000 compounds, 0.66% hits; recombinant PMI enzyme, coupled fluorescence intensity; higher % means a stronger effect
Yfh1-depleted yeast: enhancers of respiration in Yfh1-depleted yeast, dose response, Friedreich's ataxia, plus single-dose screen (AID 1465); S. cerevisiae Yfh1-off respiration, WST-1 reduction, 72 h; higher fold induction means a stronger effect; fold induction at 50 µM, or EC50 in µM where a hit was titrated; 220,000 compounds, 0.074% hits;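 active = fold induction of absorbance versus untreated yeast above a set limit, then at least 30% activation at any dose in follow-up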;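 also: activators that raise dye reduction in frataxin-depleted yeast; strong numbers were not always called active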
Autophagy HCS: autophagy modulators in MEF cells, primary screen, imaging, high-content, MEF GFP-LC3; calls only at 10 µM (by protocol); MEF GFP-LC3 puncta imaging; test concentration mostly 10 µM; 190,000 compounds, 0.98% hits;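 active = percentage of spot-positive cells more than 3 SD above its plate mean, without a fluorescence outlier flag or 80% toxicity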;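 also: spot-positive cell cutoff set from DMSO-treated cells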
MT stabilizer: microtubule stabilizers in HeLa cells, primary screen, imaging, high-content imaging; % tubulin-high responders, % at 10 µM; 200,000 compounds, 0.83% hits; HeLa tubulin immunostaining HCS, 24 h; share of cells brighter than vehicle mean+2SD; AID 2205, 2009;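 active = plate Z-score above 3 for both tubulin-high and condensed-nucleus cell shares, with cell loss under 80%, at 10 µM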;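 also: anti alpha tubulin signal scored within the nucleus-defined area of each cell; some results filed as inactive read as strong as hits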
b-catenin transl: modulators of beta-catenin nuclear translocation, primary screen, imaging, HeLa cells, immunofluorescence, high-content | nuclear translocation activity, % at 5 µM | 190,000 compounds, 0.3% hits | AID 1665, 2009;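 active = nuclear translocation activity above 50% at 5 µM, with a well cell count of 50 or more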;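 also: per-cell ratio of nuclear to cytoplasmic median beta-catenin stain intensity; plate controls were DMSO negative control for no effect and GSK-3 inhibitor IX positive control for full effect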
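Signal – beta-catenin immunofluorescence imaging with DAPI · Test system – human HeLa cell line · Dosing – 5 µM primary single dose, 0.1% DMSO, 0.02–20 µM confirmation series · Measure – % activation, nuclear-to-cytoplasmic median beta-catenin signal ratio per cell · Incubation – 24 h compound exposure at 37°C, 5% CO2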
Dynein transport: inhibitors of GR-EGFP nuclear translocation, primary screen, dynein cargo transport inhibitor project, imaging, high-content, 3617.4 mouse cells; test concentration mostly 20 µM; stimulated with dexamethasone, 1 µM; stronger effect = lower value; z-score, hits read low; 220,000 compounds, 0.47% hits; AID 1381, 2008;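 active = plate z-score of nuclear minus cytoplasmic receptor signal below a set negative limit, without overly bright fluorescence or cell loss, cut at about -3.5 in these data, passing the limit was not always enough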;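 also: z-score of nuclear minus cytoplasmic ring GR-EGFP intensity difference per well; some compounds called inactive have numbers as strong as hits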
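Buffer or medium: tet-free, stripped-serum medium; Also added: dexamethasone, 1.0 µM final; Technique: high-content fluorescence imaging after fixation; Times: 48 h induction, 1 h compound, 30 min dex at 37 °C; Read-out: per-cell GR-EGFP intensity, nucleus versus surrounding cytoplasmic ring, well-averaged.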
WT yeast gro inh: growth inhibition of WT strain, primary screen, mitochondrial fusion inhibitor project, WT and mutant strains, chemical genetic; mitochondrial fusion phenotypic screen; inhibition, % at 10 µM; 190,000 compounds, 2.1% hits; in the data active = inhibition above about 58%; tested in S. cerevisiae
Insulin prom up: insulin promoter activators in MIN6 cells, imaging, high-content screening, mouse beta cells | MIN6 insulin promoter-GFP reporter; stronger effect = higher value | z-score at 5 µM | 190,000 compounds, 0.3% hits | AID 1625, 2009;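 active = z-score above 3 at 5 µM with at least 500 cells counted in the well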
WT yeast gro inh mutant strain: further read-out of WT yeast gro inh, marked with its call; inhibition, %; mitochondrial fusion phenotypic screen, mutant strain inhibition
Dynein transport cytoplasmic EGFP: recorded beside Dynein transport, whose call it bears; z-score; measured here: cytoplasmic GR-EGFP intensity; stronger effect = higher value
Dynein transport nuclear GR-EGFP: further read-out of Dynein transport, marked with its call; z-score; measured here: nuclear GR-EGFP intensity;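 lower value marks the stronger effect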
Dynein transport cell count: second read-out of Dynein transport, no call of its own (marks repeat the call); z-score; measured here: cell count per field
Insulin prom up cell count: further read-out of Insulin prom up, marked with its call; cell count; measured here: cytotoxicity, nuclei count;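 total cells summed across four imaged fields per well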
b-catenin transl cell count 5 µM: also measured in b-catenin transl; calls as there; cell count; measured here: cell count, cytotoxicity flag
MT stabilizer Hoechst-high %: further read-out of MT stabilizer, marked with its call; % Hoechst-high responders; measured here: nuclear condensation Hoechst responders;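 share of cells brighter than vehicle mean plus two SD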
MT stabilizer cytotoxicity %: also measured in MT stabilizer; calls as there; toxicity, %; measured here: cytotoxicity by cell density;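 0% = mean cell density of plate MIN control wells and 100% = no cells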
Autophagy HCS cell loss 18 h: second read-out of Autophagy HCS, no call of its own (marks repeat the call); toxicity, %; measured here: cell loss, nuclei count;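 cell loss after 18 h compound exposure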
* hit, by the source's call; i = inactive; x = no result given. Rule as the data show it, unless noted: active = inhibition above about 50%; inactive = the rest. The order is random. Share with any hit: about 5%.

SMILES	human PMI inhibition	PMI inhibition	Yfh1-depleted yeast	Autophagy HCS	Autophagy HCS cell loss 18 h	MT stabilizer	MT stabilizer Hoechst-high %	MT stabilizer cytotoxicity %	b-catenin transl	b-catenin transl cell count 5 µM	Dynein transport	Dynein transport cytoplasmic EGFP	Dynein transport nuclear GR-EGFP	Dynein transport cell count	WT yeast gro inh	WT yeast gro inh mutant strain	Insulin prom up	Insulin prom up cell count
O=C(NCc1cccnc1)c1cccc(C(F)(F)F)c1	14%	14%	i	i	-5	3.9	2.7	3.7	-1.8	1149	0.75	-0.2	0.26	-0.16	1	0	0.44	2006
Clc1ccc(N=NN2CCOCC2)cc1	x	x	i	x	x	x	x	x	7.8	947	-0.13	-0.14	-0.28	0.47	x	x	0.03	1265
CCOC(=O)CNC(=O)CSc1nc2sc(C)c(C)c2c(=O)n1C	3%	4%	i	i	-6	3.3	3.6	3.9	0.0	801	-0.32	-0.34	-0.099	-0.35	9	2	x	x
CC(C)NC(=O)CSc1nc(-c2ccccc2)cs1	-1%	3%	i	i	-4	2.2	0.8	6.1	-0.4	1056	1.2	-0.11	0.7	-0.42	-7	-1	-0.48	1253
O=C(Cc1cccs1)N=Nc1c(O)[nH]c2ccccc12	x	x	i	x	x	x	x	x	0.4	1330	-1.1	-0.27	-0.034	1.2	x	x	0.61	806
CN(C)Cc1cn(CCC(=O)O)c2ccccc12	x	x	i	i	-3	1.9	2.5	10	x	x	-0.75	-0.16	-0.2	1.8	x	x	x	x
CCOC(=O)c1cnn(-c2ccc(C(F)(F)F)cn2)c1N	-4%	-3%	i	i	10	4.6	2.1	3.5	-4.2	1175	0.99	-0.27	0.51	0.85	-20	2	0.37	876
CCC(C)[C@H](NC(=O)NCc1cccs1)C(=O)O (stereo partly specified)	6%	13%	i	i	12	5.0	2.7	7.8	-4.9	970	1	-0.11	1.3	-1.8	1	-13	0.5	1292
CCC(=O)Nc1ccc(C(=O)Cn2nc(C(=O)O)c3ccccc3c2=O)cc1	1%	-3%	x	x	x	x	x	x	-3.9	1160	x	x	x	x	13	18	0.2	991
CN(C)Cc1c(O)ccc2c3c(c(=O)oc12)CCCCC3	0%	-3%	i	i	-14	2.2	1.1	8.5	-1.3	1178	0.15	0.22	0.28	-0.35	x	x	-0.02	996
CCC(c1nnnn1CCOC)N1CCN(C(=O)c2ccco2)CC1 (stereo unspecified)	-14%	-8%	i	i	-3	1.1	1.4	7.5	-0.3	1433	-0.28	-0.2	-0.23	0.41	34	28	0.32	1583
Cc1ccc(OCCn2c3ccccc3n3nc(C)c(=O)nc23)cc1	-4%	-4%	i	i	7	4.8	2.2	24	0.9	1372	-1.5	-0.14	-0.28	0.77	15	0	0.06	1104
Cc1ccc(SCc2nc(-c3ccncc3)no2)cc1	16%	12%	i	i	-4	3.3	1.9	2.1	-0.7	1186	-0.28	2	0.36	0.12	19	19	-0.65	1167
CCn1nnnc1NCc1ccc(OCc2ccc(F)cc2Cl)c(OC)c1	2%	10%	i	i	4	2.7	1.0	9.7	-0.4	1056	0.0081	0.53	-0.035	-1	-10	1	0.5	1582
Nc1nnc(CC(=O)N/N=C/c2ccc(-c3ccc(F)cc3)o2)s1	x	x	i	x	x	x	x	x	-0.9	1353	-0.43	-0.21	0.21	1.3	x	x	0.31	1093
COc1ccc(-c2cn3c(C)c(C(=O)NCc4ccc5c(c4)OCO5)sc3n2)cc1	x	x	i	i	10	4.2	3.4	7.9	x	x	-0.19	-0.15	0.071	-0.002	1	-6	x	x
CN(C)S(=O)(=O)c1ccc(N2CCCC2)c(C(=O)NCc2cccc(C(F)(F)F)c2)c1	11%	2%	i	i	-4	1.5	1.7	1.9	x	x	0.12	-0.22	0.73	0.93	-5	10	x	x
CSc1ccccc1NC(=O)Nc1ccccc1	3%	-1%	i	i	-10	2.3	2.2	4.7	0.5	1058	-0.27	-0.17	0.24	-0.72	15	2	0.74	1294
CCCS(=O)(=O)N1CCCC(C(=O)c2ccccc2OC)C1 (stereo unspecified)	2%	-2%	i	i	0	4.6	1.5	9.4	1.8	1050	-0.0012	-0.21	0.13	-0.43	-8	-17	0.97	1380
COc1ccc(-c2nc(C)ncc2N=Nc2ccccc2)cc1	15%	9%	i	i	-30	3.7	1.2	6.6	x	x	0.55	-0.22	0.11	0.31	98*	8.3*	x	x
COCCN(C(=S)Nc1ccc(C(C)C)cc1)C(C)c1cccs1 (stereo unspecified)	4%	-3%	i	i	12	4.8	1.4	3.7	2.1	905	1	-0.17	0.12	0.57	63*	-8.8*	-0.71	1469
COc1cc(NC(=O)COC(=O)c2cnc(C)cn2)c(C)cc1[N+](=O)[O-]	-4%	-8%	i	i	0	3.4	2.1	8.0	-1.9	1141	-0.62	-0.23	-0.28	0.66	-11	-15	-0.19	1252
Cc1oc2ccc(OCc3ccc(F)cc3)cc2c1C(=O)O	-4%	0%	i	i	9	2.0	1.7	0.9	-4.5	1044	2.5	-0.18	0.66	-0.88	-12	-1	0.07	1106
Cc1ccc2c(CSc3nc4ccccc4c(=O)n3CCCO)cc(=O)oc2c1C	4%	2%	i	i	0	3.1	1.8	6.5	-2.7	826	2	0.21	1.1	-0.97	44	13	0.35	1121
COc1ccc(C(c2nnnn2C(C)(C)C)N2CCN(C)CC2)cc1OC (stereo unspecified)	-8%	3%	i	i	-4	2.1	1.8	0.2	-7.6	944	1	-0.14	1	-0.19	18	12	-0.78	1470
SMILES	human PMI inhibition	PMI inhibition	Yfh1-depleted yeast	Autophagy HCS	Autophagy HCS cell loss 18 h	MT stabilizer	MT stabilizer Hoechst-high %	MT stabilizer cytotoxicity %	b-catenin transl	b-catenin transl cell count 5 µM	Dynein transport	Dynein transport cytoplasmic EGFP	Dynein transport nuclear GR-EGFP	Dynein transport cell count	WT yeast gro inh	WT yeast gro inh mutant strain	Insulin prom up	Insulin prom up cell count
CCCCN(CC)CCNC(=O)C1c2cc(OC)c(OC)cc2C(=O)N2CCc3ccccc3C12 (stereo unspecified)	-4%	-2%	i	i	-6	1.9	2.7	18	-2.3	1447	0.28	-0.31	-0.1	0.55	15	-2	-0.84	1531
CC(C)(C)c1ccc(OCCC(=O)Nc2cccc(S(=O)(=O)N3CCCCC3)c2)cc1	21%	19%	i	i	7	2.9	1.6	1.9	-2.4	457	1.5	-0.14	0.46	-1.3	17	0	0.48	1183
CCOC(=O)C1CCN(C(=O)c2cc(S(=O)(=O)N3CCOCC3)c(Cl)cc2Cl)CC1	-5%	-6%	i	i	-12	2.3	1.4	1.9	-1.0	861	-0.58	-0.22	-0.14	0.86	-3	4	0.34	1222
O=C(NCCN1CCOCC1)c1ccc(CS(=O)(=O)c2ccc(Cl)cc2)o1	4%	-8%	i	i	-7	2.0	1.5	8.3	-0.9	1385	0.1	-0.2	-0.14	0.22	7	7	-0.4	1358
O=C(NCc1ccco1)c1c[nH]c2ccc(S(=O)(=O)N3CCOCC3)cc2c1=O	6%	6%	i	i	1	3.1	1.6	4.0	0.7	1019	0.75	-0.095	0.66	-0.33	13	30	-0.07	1111
Cc1cccn2c(=O)c(/C=C(\C#N)S(=O)(=O)c3ccccc3)c(N3CCCCC3)nc12	x	x	i	x	x	x	x	x	0.0	1329	1.3	-0.21	1.1	-0.64	x	x	0.08	1096
Cc1ccc(C(=O)C2C(=O)c3ccccc3C2=O)cc1	3%	-1%	i	i	4	3.4	2.1	11	1.5	1281	-0.78	-0.25	-1.2	0.66	-5	-8	-1.2	1616

Sorted by value in Dynein transport (high to low): some entries from above
Compound	Dynein transport
CCCCN(CC)CCNC(=O)C1c2cc(OC)c(OC)cc2C(=O)N2CCc3ccccc3C12 (stereo unspecified)	0.28
CCOC(=O)C1CCN(C(=O)c2cc(S(=O)(=O)N3CCOCC3)c(Cl)cc2Cl)CC1	-0.58
Cc1ccc(C(=O)C2C(=O)c3ccccc3C2=O)cc1	-0.78

Filtered by structure, the entries above containing an aryl thioether with sulfur outside any ring
SMILES	human PMI inhibition	PMI inhibition	Yfh1-depleted yeast	Autophagy HCS	Autophagy HCS cell loss 18 h	MT stabilizer	MT stabilizer Hoechst-high %	MT stabilizer cytotoxicity %	b-catenin transl	b-catenin transl cell count 5 µM	Dynein transport	Dynein transport cytoplasmic EGFP	Dynein transport nuclear GR-EGFP	Dynein transport cell count	WT yeast gro inh	WT yeast gro inh mutant strain	Insulin prom up	Insulin prom up cell count
CCOC(=O)CNC(=O)CSc1nc2sc(C)c(C)c2c(=O)n1C	3%	4%	i	i	-6	3.3	3.6	3.9	0.0	801	-0.32	-0.34	-0.099	-0.35	9	2	x	x
CC(C)NC(=O)CSc1nc(-c2ccccc2)cs1	-1%	3%	i	i	-4	2.2	0.8	6.1	-0.4	1056	1.2	-0.11	0.7	-0.42	-7	-1	-0.48	1253
Cc1ccc(SCc2nc(-c3ccncc3)no2)cc1	16%	12%	i	i	-4	3.3	1.9	2.1	-0.7	1186	-0.28	2	0.36	0.12	19	19	-0.65	1167
CSc1ccccc1NC(=O)Nc1ccccc1	3%	-1%	i	i	-10	2.3	2.2	4.7	0.5	1058	-0.27	-0.17	0.24	-0.72	15	2	0.74	1294
Cc1ccc2c(CSc3nc4ccccc4c(=O)n3CCCO)cc(=O)oc2c1C	4%	2%	i	i	0	3.1	1.8	6.5	-2.7	826	2	0.21	1.1	-0.97	44	13	0.35	1121
